SENP8 inh = blocks human SENP8 cleavage of Nedd8 substrate; recombinant SENP8, Nedd8 substrate fluorescence; inhibition, % at 20 µM; 0.64% of 360,000 active; in the data active = inhibition mostly above about 40%, no sharp cut-off; inactive = mostly below about 27%
Target sequence (Q96LD8 whole entry, looked up): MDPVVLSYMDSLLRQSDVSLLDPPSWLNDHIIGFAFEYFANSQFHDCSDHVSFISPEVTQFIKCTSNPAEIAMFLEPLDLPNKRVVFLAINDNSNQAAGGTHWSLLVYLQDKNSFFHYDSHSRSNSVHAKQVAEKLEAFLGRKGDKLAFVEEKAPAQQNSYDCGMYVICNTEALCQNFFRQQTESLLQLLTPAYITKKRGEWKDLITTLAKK
SENP1 inh = SENP1 (human) catalytic domain inhibition; Q9P0U3; recombinant SENP1 catalytic domain, CyPet-SUMO1-YPet FRET cleavage; inhibition, % at 10 µM; 0.21% of 360,000 active; AID 624204;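 active = inhibition at least 30% at 10 µM, raw YFP signal under a set limit, fluorescence ratio 0.5 to 1.5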;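 note: 0% = enzyme with DMSO and 100% = no enzyme wells; some results filed as inactive read as strong as hits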
Target sequence (Q9P0U3 419-644 limits assumed): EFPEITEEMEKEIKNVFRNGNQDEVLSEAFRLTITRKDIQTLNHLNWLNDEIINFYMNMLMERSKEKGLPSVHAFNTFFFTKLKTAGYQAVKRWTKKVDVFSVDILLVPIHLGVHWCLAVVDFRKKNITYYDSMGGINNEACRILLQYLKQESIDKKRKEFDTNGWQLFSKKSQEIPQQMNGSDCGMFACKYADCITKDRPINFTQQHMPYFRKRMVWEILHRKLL
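system = hSENP1 catalytic domain, recombinant | reagent = SFCypet-SUMO1-SFYpet substrate at 25 nM | doses = one dose per compound, 10 µM, 0.5% DMSO | incubation = enzyme reaction for 50 min at room temperature, dark | measured by = FRET, CFP and YFP emission | controls = no-enzyme low, enzyme-DMSO high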
* = called active by the depositor; i = inactive. An excerpt; the hit share may differ from the screen's.

SMILES | SENP8 inh | SENP1 inh
O=c1cc(CN2CCN(c3ccccc3)CC2)c2ccccc2o1 | 17 | 1
Cc1cccc(C(=O)NC(=S)NNC(=O)c2ccc(Cl)cc2)c1 | 8 | 1
CCCCn1nnnc1C(c1ccccc1)N1CCN(c2c(Cl)cncc2Cl)CC1 (configuration not stated) | 10 | 2
Clc1ccc2nc(-c3ccccc3)c(Cc3ccsc3)n2c1 | -40 | -6
CC(C)C[C@H]1CNC(=S)N1C[C@H]1CCCN1C[C@H](Cc1ccc(O)cc1)N1C[C@H](CC(C)C)N(CCc2ccccc2)C1=S | 11 | 1
O=C(/C=C/[C@H]1O[C@@H](n2ccc(=O)[nH]c2=O)[C@H](O)[C@@H]1O)N[C@@H](Cc1ccccc1)C(=O)O | 12 | 3
COC(=O)[C@]12CCCCC=C1N(Cc1ccc(Cl)cc1Cl)C(=O)[C@H](CC(=O)NCCC(C)C)C2 | 12 | 1
CCN1CCN(c2ccc(NC(=O)CC3OC(=O)c4ccccc43)cc2C)CC1 (configuration not stated) | 10 | 0
CN1[C@@H](COCc2ccccc2)C=CS1(=O)=O | 14 | 5
CC(C)C[C@@H]1Cc2[nH]c(=S)[nH]c(=O)c2[C@H](CCc2ccccc2)O1 | 16 | 2
CN1C(=O)CON=C1c1cccc2ccccc12 | -1 | 2
Cc1ccc(NC(=O)COC(=O)CN2CCSC2=O)cc1F | 14 | 1
CNC[C@@H]1OCc2ccccc2-c2c(n(C)c3ccccc23)C(=O)N([C@H](C)CO)C[C@H]1C | -7 | 0
CCOC(=O)[C@]12CCCC=C1N(Cc1cccc3ccccc13)C(=O)[C@H](CC(=O)NCCCN1CCCC1=O)C2 | 24 | 1
COc1cc(Cc2nc3ccccc3n2C(C)c2nc3ccccc3[nH]2)cc(OC)c1 (configuration not stated) | 11 | 6
Cc1ccc(S(=O)(=O)N(C)C[C@H]2Oc3cc(C#CC4CCCC4)ccc3S(=O)(=O)N([C@H](C)CO)C[C@H]2C)cc1 | -5 | -1
c1csc(C(c2nnnn2C2CCCCC2)N2CCN(c3nc4ccccc4s3)CC2)c1 (configuration not stated) | 30 | 1
COc1cccc(-c2cnc(C(O)c3c(C)cccc3C)[nH]2)c1 (configuration not stated) | 8 | 0
CC(=O)Nc1cccc(-c2cc(NC(C)=O)c3ncc(-c4ccc(C(C)=O)cc4)n3c2)c1 | -485 | -11
Cc1ccc(Cn2cc(CN3CC(N4CCN(C5CCN(C)CC5)CC4)CS3(=O)=O)nn2)cc1 (configuration not stated) | 21 | -1
CC(=O)Nc1cc(-c2cccc(C)c2)cn2c(-c3ccc(S(C)(=O)=O)cc3)cnc12 | i | -12
C[C@H]1CN([C@@H](C)CO)S(=O)(=O)c2ccc(Br)cc2O[C@H]1CN(C)C(=O)Cc1ccccc1 | 9 | 0
CC1CN=C(NS(=O)(=O)c2ccccc2)N1 (configuration not stated) | 14 | 0
COc1ccc(-c2nc3ccc(C)cn3c2CC(C)(C)C)cc1OC | -11 | 2

One compound at a time, as listed above. Order of screens: SENP8 inh | SENP1 inh
Cc1ccc(S(=O)(=O)N(C)C[C@H]2Oc3cc(C#CC4CCCC4)ccc3S(=O)(=O)N([C@H](C)CO)C[C@H]2C)cc1 is listed with -5 | -1
COc1ccc(-c2nc3ccc(C)cn3c2CC(C)(C)C)cc1OC is listed with -11 | 2
CC(=O)Nc1cc(-c2cccc(C)c2)cn2c(-c3ccc(S(C)(=O)=O)cc3)cnc12 is listed with i | -12
C[C@H]1CN([C@@H](C)CO)S(=O)(=O)c2ccc(Br)cc2O[C@H]1CN(C)C(=O)Cc1ccccc1 is listed with 9 | 0
Cc1ccc(Cn2cc(CN3CC(N4CCN(C5CCN(C)CC5)CC4)CS3(=O)=O)nn2)cc1 (configuration not stated) is listed with 21 | -1

Later entries
SMILES | SENP8 inh | SENP1 inh
CC(=O)OC(C=C(C)C)C/C(C)=C/COc1c2ccoc2cc2oc(=O)ccc12 (configuration not stated) | -205 | -43
O=C(O)C1Nc2c(Cl)cc(Cl)cc2C2C=CCC12 (configuration not stated) | 5 | -59
Cc1ccc(Nc2cc(=O)n(C)c(=O)[nH]2)cc1C | 4 | 0
CCCNC(=O)C1(C)CCCN(C(=O)COCc2ccccc2)C1 (configuration not stated) | 13 | 3
CCN(CC)C(=O)c1cccc(-c2csc(C(C)(O)c3cccc(F)c3)n2)c1 (configuration not stated) | 16 | 1
CC(=O)OC1CCC2C3CCc4cc(OP(=O)(N5CC5)N5CC5)ccc4C3CCC12C (configuration not stated) | 2 | 4
CCC(=O)OCCNc1cc(Sc2nc3ccccc3[nH]2)c2nonc2c1[N+](=O)[O-] | 14 | -22
CCc1nc(N)nc(N)c1-c1ccc(N(C)Cc2ccccc2)c([N+](=O)[O-])c1 | 23 | 1
CN(CC(=O)Nc1cccc(F)c1)C(=O)c1cccc(S(=O)(=O)N2CCN(Cc3ccccc3)CC2)c1 | 6 | -1
COC(=O)c1ccc(Cn2cnc3c(N)ncnc32)cc1 | 23 | 2
COCCNC(=O)C1(C)CCCN(C(=O)Cc2ccc3ccccc3c2)C1 (configuration not stated) | 11 | 0
CC(=O)Nc1cc(-c2ccccc2CN(C)C)cn2c(-c3ccc(F)c(Cl)c3)cnc12 | -297 | 0
COc1ccc(NC(=O)c2cc(-c3cc(F)ccc3OC)n[nH]2)cc1OC | 20 | -2
O=C(c1cc(-c2ccncc2)nc2ccccc12)N1CCCC(C(F)(F)F)C1 (configuration not stated) | -5 | -4
OC(c1ccccc1)c1nc(-c2cc(F)cc(F)c2)cs1 (configuration not stated) | 8 | -1
Cn1ccc2c(N(c3ccccc3)C3CCCCC3)cc3c(c21)C1CCC3O1 (configuration not stated) | -47 | 3
Cc1n[nH]c2ccccc2c1=O | -16 | 1
COC(=O)c1ccc(COc2ccccc2/C=N/Nc2cccc(C(=O)O)c2)cc1 | -15 | -2
CCOc1ccccc1C(=O)NC(C(=O)OCn1nnc2ccccc2c1=O)C(C)C (configuration not stated) | 1 | 1
CCOC(=O)C1(C)CCN1C(=O)c1ccc(Cl)cc1Cl (configuration not stated) | 0 | 2
Cc1cc(S(=O)(=O)Nc2ccc(C(=O)NCCN3CCOCC3)cc2)ccc1F | 17 | 1
COc1ccccc1CNC(=O)Nc1nc(C(N)Cc2ccc(Cl)cc2)cs1 (configuration not stated) | 7 | 0
CC(=O)N(c1cc(C)ccc1C)c1ccccc1[N+](=O)[O-] | 17 | -2
CCO/C(C)=N/Oc1cncnc1 | 12 | 2

Next part, starting with the last seven of the part before.
SMILES | SENP8 inh | SENP1 inh
COC(=O)c1ccc(COc2ccccc2/C=N/Nc2cccc(C(=O)O)c2)cc1 | -15 | -2
CCOc1ccccc1C(=O)NC(C(=O)OCn1nnc2ccccc2c1=O)C(C)C (configuration not stated) | 1 | 1
CCOC(=O)C1(C)CCN1C(=O)c1ccc(Cl)cc1Cl (configuration not stated) | 0 | 2
Cc1cc(S(=O)(=O)Nc2ccc(C(=O)NCCN3CCOCC3)cc2)ccc1F | 17 | 1
COc1ccccc1CNC(=O)Nc1nc(C(N)Cc2ccc(Cl)cc2)cs1 (configuration not stated) | 7 | 0
CC(=O)N(c1cc(C)ccc1C)c1ccccc1[N+](=O)[O-] | 17 | -2
CCO/C(C)=N/Oc1cncnc1 | 12 | 2
Cc1ccc(NC(=O)Cn2c(=O)ccn(Cc3ccccc3)c2=O)cc1S(=O)(=O)N1CCOCC1 | 0 | -7
COc1cc2c(Cc3ccccc3)cncc2cc1O | -57 | 1
CCOC(=O)[C@]12CCCC=C1N(Cc1ccccc1)C(=O)[C@H](CC(=O)NCC1CCCCC1)C2 | 16 | 0
C[C@@H]1Cn2cnc(C(=O)N[C@@H](C)C(=O)OC(C)(C)C)c2C(=O)N1 | 30 | 1
CN(C)c1nc(N)nc2c1ncn2C1OC(CO)CC1O (configuration not stated) | 16 | -2
Cc1cc(C(=O)N2CCC2(C)C(=O)NCc2cccc3ccccc23)nn1C (configuration not stated) | 0 | 2
N#Cc1c(N2CCSCC2)nsc1-c1ccccc1Cl | 5 | 6
Cc1cccc(NC(=O)c2ncn3c2C(=O)N(C)CC3)c1 | 16 | -1
Cc1noc(C)c1NC(=O)N(C)C[C@H]1Oc2c(cccc2N(C)C)C(=O)N([C@H](C)CO)C[C@@H]1C | 2 | -1
O=C(Cn1cc(COc2c(Br)cc(F)cc2Br)nn1)c1ccc(O)cc1 | 24 | 0
CC(=O)c1cccc(Nc2ccc(C#N)cc2)c1 | -38 | 0
Cc1cccc(C)c1C(O)c1ncc(-c2cccc(F)c2)[nH]1 (configuration not stated) | 16 | -2
CC1(C(=O)NS(=O)(=O)Cc2cccc(Cl)c2)CCN1C(=O)Cc1ccccc1 (configuration not stated) | 16 | 0
O=C(/C=C/c1ccccc1)Nc1cccc(C(=O)N2CCCC2)c1 | 10 | 2
C[C@H](NC(=O)c1ncn2c1C(=O)NC[C@H]2C)C(=O)OC(C)(C)C | -4 | 3
O=C1NC[C@H](CCCCN2C[C@H](Cc3ccc(O)cc3)N(Cc3ccccc3)C(=O)C2=O)N(CCc2ccc(O)cc2)C1=O | 12 | 1
COc1cc(NC(=O)c2cc(OC)c(OC)c(OC)c2)c2ncccc2c1 | -33 | 1
COc1cc(/C=C/CN2CCC(C(=O)NC(c3ccc(F)cc3)c3ccc4ccccc4n3)CC2)ccc1OC(C)=O (configuration not stated) | 11 | -7
CN(C)CCN1CCN(C2CN(Cc3ccc([N+](=O)[O-])cc3)S(=O)(=O)C2)CC1 (configuration not stated) | 12 | 2
CCOC(=O)N1CCN(C(=O)C[C@@H]2C[C@@]3(C(=O)OCC)CCCC=C3N(CCc3ccc(OC)c(OC)c3)C2=O)CC1 | 17 | 2
O=C(O)c1ccc(NC2=Nc3cccc4cccc2c34)cc1 | -405 | -41
CC1(C)OC(=O)C2=C(C[C@@H](CCOCc3ccccc3)O[C@@H]2c2ccc(F)cc2)O1 | 13 | 0
CCOC(=O)[C@]12CCCC=C1N(CCC1=CCCCC1)C(=O)[C@H](CC(=O)N1CCC(c3ccccc3)CC1)C2 | 13 | 3
Nc1nnnn1-c1cccc([N+](=O)[O-])c1 | 15 | -1
COc1ccc(S(=O)(=O)N2CCCCCC2)cc1Br | 11 | 3
CC(C)NC(=O)C1(C)CCCN1C(=O)c1ccc2c(c1)C(C)(C)CCC2(C)C (configuration not stated) | 17 | 0
CC(=O)Nc1cccc(-c2ccnc3c2CC(C)(C(=O)Nc2ccc(F)c(Cl)c2)O3)c1 (configuration not stated) | -9 | 0
COc1ccc(C(=O)N2CCCCC2c2cc(C(=O)NCc3cccnc3)no2)cc1 (configuration not stated) | 3 | -1
Cc1ccc(C(=O)N2CCN(c3ccc4c(c3)C3CC4CCN3C(=O)OCc3ccccc3)CC2)cc1 (configuration not stated) | 19 | -1
Nc1c(N(CCCO)C(=O)CCCN2C(=O)c3cccc4cccc(c34)C2=O)c(=O)[nH]c(=O)n1Cc1ccccc1 | -145 | -6
COc1ccc(CN2C(=O)C(CC(=O)NCCc3ccccn3)CC(C(=O)N3CCCCCC3)=C2C)cc1 (configuration not stated) | 7 | -4
CC1(C(=O)NCCC#N)CCN1C(=O)Cc1ccc(-c2ccccc2)cc1 (configuration not stated) | 5 | 1
Cc1noc(C)c1NC(=O)N(C)C[C@@H]1Oc2ncc(Br)cc2C(=O)N([C@@H](C)CO)C[C@H]1C | -9 | 0
CC(O)(c1ccccc1)c1nc(-c2ccc(F)c(Cl)c2)cs1 (configuration not stated) | 16 | 0
Cc1ccc2c(c1)C(c1ccccc1)N(C(=O)c1ccc(Br)cc1)CC(=O)N2 (configuration not stated) | 27 | 2
COc1ccc(CN2C(=O)c3ccccc3C2C(=O)NC2CCCCCC2)c(OC)c1 (configuration not stated) | 33 | 3
COc1ccccc1/C=C/C(=O)OCC(=O)Nc1cc(C(F)(F)F)ccc1N1CCOCC1 | -131 | 0
CCCCN1C(=O)C(CC(=O)NCCCCc2ccccc2)CC(C(=O)N(C(C)C)C(C)C)=C1C (configuration not stated) | 0 | 1
CCOC(=O)C1(C)CCCCN1C(=O)c1cccs1 (configuration not stated) | 7 | 2
COc1ccc(CN2C(=O)c3ccccc3C2(C)c2nc3ccccc3[nH]2)cc1 (configuration not stated) | 2 | -1
C[C@@H]1CN([C@@H](C)CO)C(=O)c2cc(C#Cc3cccc(F)c3)cnc2O[C@@H]1CN(C)CC1CCOCC1 | -65 | -11
COc1ccc(C(CNC(=O)CCNS(=O)(=O)c2ccccc2C(F)(F)F)N2CCOCC2)cc1 (configuration not stated) | -16 | -1
CNc1ncnc2c1ncn2[C@H]1CN(Cc2ccc(OC)cc2)C[C@@H](CO)O1 | 11 | 0
O=c1oc(/C=C/c2ccccc2)nc2ccccc12 | -54 | 0
CCCS(=O)(=O)NC(=O)C1(C)CCN(C(=O)c2cc(C)n(C(C)(C)C)n2)C1 (configuration not stated) | 8 | 1
O=[N+]([O-])c1ccc(NN=CC2CCCCCC2)c([N+](=O)[O-])c1 | 12 | 3
COc1cccc(NC(=O)CN(C)C(=O)c2cc(CN3C(=O)c4ccccc4C3=O)ccc2OC)c1 | 21 | 2
CCCCCCCCN1C(=O)[C@H](CC(=O)NCCCCc2ccccc2)C[C@@]2(C(=O)OC)CCCCC=C12 | 16 | 0
O=C(NCCCCc1ccccc1)c1cccc(NC(=O)C2CCC2)c1 | 14 | 0
Cc1ccc(CNc2ncnc3c2cnn3C2CCCCO2)cc1 (configuration not stated) | 14 | -1

Compound activity (PubChem)
